ASAP1 GAP inh = inhibitors of human ASAP1 ArfGAP activity, primary screen, biochemical, fluorescence polarization; ASAP1-stimulated ARF1 GTP hydrolysis, GDP FP detection; Arf-GAP with SH3 domain, ANK repeat and PH domain-containing protein 1 (Homo sapiens), …; 360,000 tested, 0.19% active; AID 624377, 2012; inhibition, % at 16.5 µM; in the data active = inhibition above about 25%;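 also: 0% = vehicle with enzyme and substrate and 100% = no enzyme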
ARFGAP1 inhibitor = inhibitors of rat ARFGAP1 GAP activity, primary screen, biochemical, fluorescence polarization, GDP tracer | 360,000 tested, 0.26% active | inhibition, % at 16.5 µM | AID 651572, 2012 | Arfgap1-stimulated ARF1 GTP hydrolysis, GDP FP detection | ADP-ribosylation factor GTPase-activating protein 1 (Rattus norvegicus), Q62848;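 active = inhibition above a per-plate limit, mean inhibition of low control wells plus 3 SD, cut at about 25% in these data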;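 also: 0% = DMSO wells with enzyme and 100% = wells lacking Arfgap1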
Target sequence (Q62848 1-136 limits assumed): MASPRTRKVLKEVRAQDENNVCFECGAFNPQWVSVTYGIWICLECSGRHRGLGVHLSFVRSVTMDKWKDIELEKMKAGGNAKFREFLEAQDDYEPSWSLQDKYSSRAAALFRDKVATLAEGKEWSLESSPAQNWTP
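System: truncated rat Arfgap1 GAP domain / Benchmarks: high control wells lacking Arfgap1, low control full reaction with DMSO / Times: compound-enzyme preincubation 20 min, reaction 120 min, detection 60 min, 25 °C / Repeats: one replicate per compound / Also added: human ARF1(Δ1-17)-GTP substrate / Measured by: Tracer-displacement fluorescence polarization with EDTA stop, 620/688 nm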
HTRA1 inh = HTRA1 serine protease inhibitors, primary screen, biochemical, fluorescence polarization, HTS; recombinant HTRA1, FP-rhodamine activity-based probe; inhibition, % at 5.96 µM; 340,000 tested, 0.5% active; in the data active = inhibition above about 36%;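 also: 0% = enzyme with DMSO and 100% = wells lacking enzyme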
Target sequence (Q92743 whole entry, looked up): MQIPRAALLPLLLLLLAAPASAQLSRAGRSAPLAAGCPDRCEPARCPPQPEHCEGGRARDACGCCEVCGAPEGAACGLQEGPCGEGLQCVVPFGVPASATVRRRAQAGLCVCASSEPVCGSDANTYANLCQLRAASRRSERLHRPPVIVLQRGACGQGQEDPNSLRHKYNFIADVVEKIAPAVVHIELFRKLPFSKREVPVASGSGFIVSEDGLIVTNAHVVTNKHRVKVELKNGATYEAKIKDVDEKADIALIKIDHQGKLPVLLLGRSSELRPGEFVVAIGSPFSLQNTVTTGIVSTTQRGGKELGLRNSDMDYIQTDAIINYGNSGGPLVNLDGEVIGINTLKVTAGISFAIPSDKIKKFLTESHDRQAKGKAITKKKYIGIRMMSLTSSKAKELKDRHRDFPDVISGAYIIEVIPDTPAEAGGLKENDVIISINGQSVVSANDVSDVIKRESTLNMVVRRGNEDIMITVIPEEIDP
PG9 Ab binder = binders of HIV-1 gp120 antibody PG9, primary screen, biochemical, TR-FRET | AID 624416, 2012 | TR-FRET gp120-PG9 antibody binding | inhibition, % at 6.7 µM | 360,000 tested, 0.43% active; in the data active = inhibition above about 8.5%
Rev-erbA mod = modulators of Rev-erb alpha DNA binding, primary screen, biochemical, FITC-DNA, fluorescence polarization, uHTS. Rev-erbα–FITC-DNA binding, 90 min. activity, % at 10 µM. 370,000 tested, 0.79% active. AID 1259318, 2017;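 active = activity above about 14%, limit read from the data; passing the limit was not always enough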;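 also: 0% = DMSO wells with 35 nM protein and 100% = DMSO wells with 750 nM protein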
NPR2 activator = human GC-B receptor activators, primary screen, HEK293 GC-B cells, cGMP TR-FRET, EC30 CNP; Atrial natriuretic peptide receptor 2 (Homo sapiens), P20594; 0% at EC30 CNP, 100% saturating CNP; activation, % at 10 µM; 370,000 tested, 0.11% active;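 active = activation at 10 µM reaching about 35% in either raw or pattern-adjusted values, limit read from the data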
SMARCA2 act = SMARCA2 (BRM) function activators, primary screen, cell-based, luminescence, high throughput; MG213 cells, MMTV-luciferase reporter, dexamethasone, overnight; activation, % at 9.1 µM; 370,000 tested, 1% active; AID 652017, 2013; in the data active = activation above about 7.8%;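 also: 0% = vehicle wells and 100% = reference activator wells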
mABHD4 FP = ABHD4 inhibitors, primary screen, biochemical, fluorescence polarization, mouse. (Lyso)-N-acylphosphatidylethanolamine lipase (Mus musculus), Q8VD66. inhibition, % at 8.92 µM. purified mABHD4, FP-Rh probe fluorescence polarization. 370,000 tested, 0.54% active;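 active = inhibition exceeding the mean over every tested compound plus 3 SD, cut at about 30% in these data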;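 also: 0% = plate median of compound wells and 100% = S159A mutant with DMSO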
Target sequence (Q8VD66 whole entry, looked up): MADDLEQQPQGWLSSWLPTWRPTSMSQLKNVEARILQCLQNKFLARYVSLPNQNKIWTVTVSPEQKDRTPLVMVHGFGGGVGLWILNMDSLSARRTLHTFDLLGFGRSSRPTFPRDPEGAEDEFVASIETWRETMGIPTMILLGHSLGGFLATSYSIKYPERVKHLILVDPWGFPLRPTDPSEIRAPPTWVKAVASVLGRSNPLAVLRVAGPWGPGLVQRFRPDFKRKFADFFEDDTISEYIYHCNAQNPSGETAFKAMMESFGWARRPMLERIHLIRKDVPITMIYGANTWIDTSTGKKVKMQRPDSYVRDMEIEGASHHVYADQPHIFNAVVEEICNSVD
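Test system: mouse ABHD4 enzyme, wild type. Reagent: FP-Rh fluorescent activity-based probe, added after compound pre-incubation. Timing: pre-incubation 45 min, probe exposure 60 min, at 25 °C. Technique: FP readout, ex 525 nm / em 598 nm. Benchmarks: high control S159A mutant with DMSO, low control median of compound wells.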
rCAG binder = binders of r(CAG) RNA repeats, primary screen, biochemical, fluorescence. 370,000 tested, 1.3% active. inhibition, % at 3 µM. AID 651821, 2012. r(CAG) RNA repeat, TO-PRO-1 dye displacement fluorescence;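 active = inhibition above the plate cutoff, the mean of all test compounds on that plate plus 3 SD, cut at about 35% in these data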;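 also: 0% = DMSO alone and 100% = 100 µM mitoxantrone as full dye displacement; higher means more dye released from RNA so lower well fluorescence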
GC-A act = GC-A stimulated cGMP production enhancers – HEK293 GC-A cells, cGMP TR-FRET, EC30 ANP, primary screen; Atrial natriuretic peptide receptor 1 (Homo sapiens), P16066; 370,000 tested, 0.14% active; 0% at EC30 ANP, 100% saturating ANP; activation, % at 10 µM; AID 1671463, 2021; in the data active = activation above about 40%
* marks the source's active call; other numbers are inactive results; · = not tested or not shown.

SMILES	ASAP1 GAP inh	ARFGAP1 inhibitor	HTRA1 inh	PG9 Ab binder	Rev-erbA mod	NPR2 activator	SMARCA2 act	mABHD4 FP	rCAG binder	GC-A act
CCCCC(=O)Nc1ccc(NC(=O)C2CC2)nc1	12	1	1	0.8	-4	-7	3	-2	-5	3
Cc1cc(OCC(=O)N(C(C)C)C(C)C)cc(C)c1Br	5	-5	-5	-1.2	-5	0	-3	-9	0	-4
CCN1CCN(C(=O)C2CCN(S(=O)(=O)c3cc(Cl)ccc3Cl)CC2)CC1	0	6	-5	-0.8	-4	6	-2	-7	-3	1
COc1ccccc1N1CCN(C(=O)C(Cc2ccccc2)NC(=O)C2CCCCC2)CC1 (stereo unspecified)	8	-1	-2	1.1	2	3	-3	5	-7	0
CN(c1ccccc1C(=O)N1CCN(c2ccccc2F)CC1)S(=O)(=O)c1ccccc1	-3	6	-2	-1.4	-2	4	2	1	-8	2
CCOC(=O)c1ccc(NC(=O)CCn2nnc3ccccc32)cc1	8	-2	-2	3.1	2	1	-2	2	-6	-3
O=C(O)c1c2c(nc3ccccc13)/C(=C/c1c(F)cccc1F)CCC2	-8	-10	1	-0.2	-3	3	0	5	10	2
CCCCN(CCCNC(=O)c1ccc(CS(=O)(=O)c2ccc(OC)cc2)o1)Cc1ccccc1	5	8	-1	1.0	4	-2	-2	-2	-11	4
COCCCNC(=O)CNC(=S)N(Cc1ccc(F)cc1)C1CCCCC1	-8	-6	1	-0.8	0	0	-3	3	-3	-1
O=c1c2c(nc3c(-c4cccc(Br)c4)c[nH]n13)CCCC2	-18	5	-1	1.2	-3	-10	-1	2	-1	-1
CCCSc1oc(-c2ccco2)nc1S(=O)(=O)c1ccc(C)cc1	0	7	-38	-4.7	8	-2	-2	0	5	6
O=C(NNc1ccccc1)C(=O)NNS(=O)(=O)c1ccc([N+](=O)[O-])cc1	-3	2	2	-4.8	-5	-2	2	-1	-1	4
CC1CCN(c2c(NCc3ccc(C(=O)NCc4ccccc4)cc3)c(=O)c2=O)CC1	2	7	-4	-2.2	-2	-6	5	3	-2	-3
CC(C)(C)NC(=O)CSc1ccc(C(C)(C)C)cc1	-7	1	1	-0.7	-2	1	-2	-3	-6	5
C/C(=N\NC(=O)Cc1c(C)[nH][nH]c1=O)c1ccc(Cl)c(Cl)c1	-2	-5	6	-0.7	7	-1	8.0*	-7	-2	0
N=c1n(CCOc2ccccc2)c2ccccc2n1CCN1CCOCC1	11	8	1	-2.9	2	-4	1	-2	7	-6
O=C(O)CCC(=O)N1CCC(n2nnc3cc(C(F)(F)F)ccc32)CC1	12	-2	4	-0.8	-4	1	-2	4	-3	2
CC1(CCc2ccccc2)NC(=O)N(CC(=O)Nc2ccc(OC(F)F)cc2)C1=O (stereo unspecified)	10	-1	-20	0.0	-4	5	-3	-10	1	6
COc1ccc([N+](=O)[O-])cc1N(CC(=O)N(C)C)S(C)(=O)=O	14	12	3	-0.7	-2	3	1	4	-6	3
CC1(C(=O)NS(=O)(=O)c2cccc(F)c2)CCN1C(=O)c1ccccc1 (stereo unspecified)	-10	-3	·	3.7	-7	2	-8	7	2	1
Cc1ccccc1C(=O)c1cccn1CC(=O)NCc1ccccc1Cl	-9	-4	-4	2.3	9	4	3	-11	-3	-2
COc1ccc(C2C(C#N)=C(N)OC3=C2C(=O)CC(C)(C)C3)cc1 (stereo unspecified)	8	-7	-1	1.6	5	2	-2	4	0	2
C=CCSC1=N/C(=C\c2ccc(C(=O)O)cc2)C(=O)S1	6	8	-8	0.5	-1	3	-3	-8	2	-5
CCn1c(=O)c([N+](=O)[O-])c(N2CCN(Cc3ccc4c(c3)OCO4)CC2)c2ccccc21	13	13	3	-0.8	0	-2	-5	0	-1	-4
O=S(=O)(NC1CCCCC1Sc1ncccn1)c1ccc(Cl)cc1 (stereo unspecified)	4	-1	-11	-3.5	0	-5	0	-6	-1	-8
O=C(Oc1ccccc1)c1cccc(COC(=O)c2cnccn2)c1	4	8	0	1.0	-2	-1	-3	5	-7	-2
CC(C)[C@H](N)C(=O)N[C@@H](Cc1ccccc1)C(=O)N1CCC2CCN(S(=O)(=O)c3ccccc3)CC21 (stereo partly specified)	·	·	·	·	7	-1	-2	5	4	1
CCOc1cc(/C=N/NC(=O)c2ccncc2)ccc1OS(C)(=O)=O	9	7	0	-0.8	3	-7	5	2	-2	1
Cc1ccc(-n2c3nc(=O)[nH]c(=O)c-3cc3cc([N+](=O)[O-])ccc32)cc1	9	-1	8	-0.1	-3	-5	-3	5	1	2
O=C(CC1CCCC1)NNC(=O)c1ccc(F)cc1	0	2	-2	-0.4	-1	2	-1	0	-2	-2
CCN(CC)C(=O)CC(c1ccc(N(C)C)cc1)c1c(O)cc(OC)cc1OC (stereo unspecified)	1	-1	-2	-3.6	-4	3	1	3	2	-1
Cc1cc(C)c(NC(=O)C(C)N2CCCCCC2)c(C)c1 (stereo unspecified)	5	0	5	0.3	-3	1	-1	4	-1	2
O=C1Nc2ccccc2NC(c2ccc3c(c2)OCO3)=C1N(Cc1ccc(F)cc1)C(=O)c1ccco1	13	6	·	-0.6	9	-17	-2	-3	7	-20
CCOC(=O)c1ccc(NC(=S)NN)cc1	5	-1	-9	-0.3	2	6	-2	-4	4	-1
COc1ccc(/C=N/NC(=O)c2[nH]c3ccc(Cl)cc3c2-c2ccccc2)c(C(=O)O)c1OC	9	-4	-22	-2.1	-3	-6	0	-11	64*	2
CCCS(=O)(=O)NC(=O)C1(C)CCCN(C(=O)COc2ccc(Cl)cc2Cl)C1 (stereo unspecified)	-1	-3	·	1.6	1	4	-1	1	7	-2
COCC(=O)N(Cc1cc2cc(OC)ccc2[nH]c1=O)c1ccccc1	-3	-5	1	2.5	4	-6	-2	-5	3	-22
CCN1C(=O)C(CC(=O)NCCc2ccccc2)N(NC(=O)c2ccc(Br)cc2)C1=S (stereo unspecified)	-5	5	-11	0.6	2	-9	-4	-1	7	-19
Cc1ccc(-n2nc(C(=O)N3CCN(C)CC3)c3c4ccccc4n(C)c3c2=O)cc1	-13	-1	0	-0.2	-5	-1	-4	2	-1	0
Cc1ccc(Cl)cc1N1CCN(C(=O)c2ccc(NS(=O)(=O)c3c(C)noc3C)cc2)CC1	-4	9	-18	0.5	-2	1	1	-20	18	-2

Full records as entered above. Screens in order: ASAP1 GAP inh, ARFGAP1 inhibitor, HTRA1 inh, PG9 Ab binder, Rev-erbA mod, NPR2 activator, SMARCA2 act, mABHD4 FP, rCAG binder, GC-A act
Listed for `O=C1Nc2ccccc2NC(c2ccc3c(c2)OCO3)=C1N(Cc1ccc(F)cc1)C(=O)c1ccco1` → 13, 6, ·, -0.6, 9, -17, -2, -3, 7, -20
Listed for `Cc1ccc(-n2c3nc(=O)[nH]c(=O)c-3cc3cc([N+](=O)[O-])ccc32)cc1` → 9, -1, 8, -0.1, -3, -5, -3, 5, 1, 2
Listed for `CCCS(=O)(=O)NC(=O)C1(C)CCCN(C(=O)COc2ccc(Cl)cc2Cl)C1` (stereo unspecified) → -1, -3, ·, 1.6, 1, 4, -1, 1, 7, -2

Remaining list, next part:
SMILES	ASAP1 GAP inh	ARFGAP1 inhibitor	HTRA1 inh	PG9 Ab binder	Rev-erbA mod	NPR2 activator	SMARCA2 act	mABHD4 FP	rCAG binder	GC-A act
C#CC(C)OC(=O)Nc1cnccc1C(F)(F)F (stereo unspecified)	-4	-10	1	-0.7	-3	2	-3	4	3	5
O=C(Nc1cccc(Cc2ccccc2)c1)Nc1cccc2[nH]c([C@@H]3O[C@H](CO)[C@@H](O)[C@H](O)[C@H]3O)nc12	-3	6	·	-2.5	-1	0	-1	11	11	4
CC[C@@H](C)[C@@H](C(=O)N1CCN(C(=O)OC(C)(C)C)CC1)n1cc(CCC(=O)O)nn1	9	1	3	0.6	5	6	-1	-1	-3	1
Cc1ccnc(NC(=O)Cn2c(=O)oc3ccccc32)c1	4	3	1	-1.6	6	3	2	7	-2	5
Cc1ccc(Cl)cc1NC(=O)CSc1nncn1-c1ccccn1	5	-9	1	-0.6	7	-1	-2	-1	-1	-4
CCCOc1ccccc1NC(=O)/C=C/C(N)=O	3	-2	1	0.9	4	5	6	7	0	-1
Cc1cnc(CNC(=O)CC2C(=O)NCCN2Cc2ccccc2C(F)(F)F)cn1 (stereo unspecified)	3	2	4	-4.5	-1	3	0	4	-1	1
CCOc1ccc(S(=O)(=O)N2Cc3ccccc3CC2C(=O)NCCCn2ccnc2)cc1 (stereo unspecified)	-7	-1	8	2.0	-3	-1	2	0	-6	1
CC(C)(C)NC(=S)NNC(=O)c1ccccc1Cl	14	1	5	0.8	3	-3	2	-4	2	-2
COc1ccc(Cl)cc1NC(=O)C(C)N(C)Cc1cccc(Cl)c1Cl (stereo unspecified)	-13	0	-22	1.4	0	-5	-1	-8	4	-7
Cc1cccc(OCc2nnc(SCC(=O)Nc3cccc(C(=O)N4CCOCC4)c3)n2C)c1	-3	7	5	-2.0	-4	4	0	-6	0	-3
CNc1ccc([N+](=O)[O-])cc1	-5	-8	-3	-0.2	2	-3	-3	1	1	0
Cc1cc(C)n(/C(=C\N(C)C)C(=O)c2cccc([N+](=O)[O-])c2)n1	-11	-1	0	-2.3	2	0	-2	-4	-1	6
O=C(O)c1ccc(-n2cccc2/C=N\NC(=O)c2cc3cc(Br)ccc3o2)cc1	-4	-6	-17	0.5	-28	-1	3	-2	50*	-6
O=c1c(Cc2c(F)cccc2Cl)c(O)ccn1CCCN1CCOCC1	11	0	0	2.6	6	0	1	9	-3	3
Oc1cc2c(cc1CN1CCc3ccccc3C1)OCO2	-1	5	-5	-1.4	-5	1	-2	1	1	-2
O=C(CN1C(=O)c2ccccc2C1=O)N(CCO)Cc1ccccc1	0	0	0	-0.6	2	7	-3	1	-3	2
COc1ccc(C(=O)N/C(N)=N/c2nc3ccccc3o2)cc1	-5	-9	-5	3.7	-5	-9	-2	-9	1	9
Cc1ccc2nc3n(c(=O)c2c1)-c1ccccc1C(=O)NC3CC(C)C (stereo unspecified)	-2	10	·	-2.1	4	5	-3	3	0	1
COc1ccc(C(=O)Nc2nc3cc(OC)c(OC)cc3c(=O)[nH]2)cc1	1	-4	5	-0.1	-11	1	1	1	1	4
O=C(Cn1ncn2c(cc3ccccc32)c1=O)NCCC1=CCCCC1	14	10	-1	1.7	4	-9	-2	4	4	-5
Cc1ccc(/C(O)=C2/C(=O)C(=O)N(CCN3CCOCC3)C2c2ccccn2)cc1 (stereo unspecified)	1	4	-1	0.0	0	3	2	6	6	-1
Cc1cnc(CNC(=O)c2ccc3sc([C@H]4C[C@H](O)[C@@H](CO)O4)nc3c2)cn1	3	7	·	-0.5	7	-3	-2	-11	3	4
